EBI2 block – antagonists of human EBI2 receptor. inhibition, % at 5 µM. EBI2 beta-arrestin recruitment, luminescence, 7a,25-OHC stimulated. AID 651636. 360,000 compounds, 0.81% hits; in the data active means inhibition above about 38%;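 further: enzyme fragment complementation signal reports receptor beta-arrestin coupling in cells; 0% = agonist plus DMSO wells and 100% = wells without agonist; some results beyond the cut were filed as inactive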
Mdm2-MdmX inh – inhibitors of human Mdm2/MdmX interaction. SaOS-2 split-luciferase Mdm2/MdmX complementation, luminescence. 330,000 compounds, 3% hits. AID 485346. O15151+Q00987. inhibition, % at 8 µM;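 active means inhibition of at least 50% at 8 µM in the primary screen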
APJ ag – agonists of human APJ apelin receptor; CHO-K1 APJ PathHunter beta-arrestin, luminescence; 0% DMSO wells, 100% apelin; activation, % at 20 µM; 330,000 compounds, 0.11% hits; AID 2520;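 active means activation more than six SD over the plate average, tested at 20 µM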;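 further: 0% = DMSO alone and 100% = apelin-13 at 10 nM; some results filed as inactive read as strong as hits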
Target sequence (P35414 whole entry, looked up): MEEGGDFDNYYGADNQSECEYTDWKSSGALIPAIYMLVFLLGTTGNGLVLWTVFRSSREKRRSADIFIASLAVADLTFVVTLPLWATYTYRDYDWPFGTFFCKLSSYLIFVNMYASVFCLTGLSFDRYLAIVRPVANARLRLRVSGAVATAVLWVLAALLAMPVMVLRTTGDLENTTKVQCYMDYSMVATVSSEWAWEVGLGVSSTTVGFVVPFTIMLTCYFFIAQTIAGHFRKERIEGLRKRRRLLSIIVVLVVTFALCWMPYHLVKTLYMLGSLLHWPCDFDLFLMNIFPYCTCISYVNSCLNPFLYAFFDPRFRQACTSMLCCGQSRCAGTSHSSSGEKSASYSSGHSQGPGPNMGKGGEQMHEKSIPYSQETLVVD
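Material: engineered CHO-K1 APJ arrestin reporter cells; amount: 1000 CHO-K1 reporter cells seeded per well; incubation: compound stimulation 90 min at 25 °C, detection 60 min; signal: luminescent beta-gal fragment complementation, chemiluminescent substrate; read-out basis: APJ agonist activity; controls: DMSO-only wells as negative, 10 nM Apelin-13 as positive control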
XBP1 UPR activ – adaptive UPR (XBP1) activation; CHO-XBP1 luciferase reporter, IRE1-XBP1 UPR activation, luminescence; percent of tunicamycin response, DMSO as zero; activation, % at 20 µM; 330,000 compounds, 0.33% hits;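 active means versus positive control, 20 µM dose yields 30% or more activation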;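 further: 100% = tunicamycin at 10 µg/mL and 0% = DMSO only wells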
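Test system: CHO-XBP1 luciferase reporter cells | Buffer or medium: Serum-containing F12 medium, 10% FBS | Schedule: 6 h compound exposure at 37 °C, 5% CO2 | Detection: Steady-Glo luciferase glow luminescence, 10 min after reagent addition | Read-out basis: Activation, % of tunicamycin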
CXCR6 inh – CXCR6 (human) receptor inhibition; 360,000 compounds, 0.36% hits; inhibition, % at 20 µM; O00574; CHO-K1 PathHunter CXCR6 beta-arrestin, luminescence; in the data active means inhibition above about 34%, passing the limit was not always enough;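 further: antagonist mode with CXCL16 agonist at 10 nM final; 0% = 10 nM CXCL16 with DMSO and 100% = unstimulated wells without agonist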
Target sequence (O00574 whole entry, looked up): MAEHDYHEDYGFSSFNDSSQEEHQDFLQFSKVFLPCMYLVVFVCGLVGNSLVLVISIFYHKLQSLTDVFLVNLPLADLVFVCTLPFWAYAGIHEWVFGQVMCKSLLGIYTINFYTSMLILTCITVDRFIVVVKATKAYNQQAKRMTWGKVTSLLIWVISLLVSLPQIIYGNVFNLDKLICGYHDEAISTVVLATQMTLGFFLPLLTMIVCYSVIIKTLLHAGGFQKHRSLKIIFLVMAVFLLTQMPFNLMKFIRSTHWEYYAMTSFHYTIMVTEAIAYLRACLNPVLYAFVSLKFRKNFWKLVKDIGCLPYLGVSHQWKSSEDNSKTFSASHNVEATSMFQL
APJ antag – blocks the human apelin receptor APJ; 330,000 compounds, 0.32% hits; CHO-K1 APJ beta-arrestin complementation, luminescence; P35414; inhibition, % at 20 µM; AID 2521;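 active means inhibition above about 40% at 20 µM, limit read from the data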;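 further: cells challenged with 10 nM apelin-13 agonist together with compound; plate controls were apelin-13 plus DMSO wells for no effect and DMSO wells lacking apelin-13 for full effect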
UPR CHOP act – activators of apoptotic arm of unfolded protein response (CHOP); CHO-CHOP luciferase reporter, UPR activation, luminescence; percent of tunicamycin response over DMSO baseline; activation, % at 10 µM; 330,000 compounds, 0.34% hits;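 active means at 10 µM dose, activation of 40% or more, normalized to positive control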;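 further: 100% = tunicamycin at 10 µg/mL and 0% = DMSO alone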
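Assay system: CHO-CHOP cells, stable luciferase reporter of PERK-eIF2a-CHOP signalling / Buffer or medium: F12 plus 10% serum / Compound dosing: one dose, 10 µM in 0.5% DMSO / Times: 6 h compound treatment, 37 °C / Technique: luciferase luminescence / Read-out: % reporter activation, DMSO baseline versus tunicamycin full activation / Benchmarks: tunicamycin and DMSO controls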
CCR6 antagonist – blocks CCL20-driven beta-arrestin recruitment at human CCR6 | P51684 | CHO-K1 CCR6 PathHunter beta-arrestin, luminescence, CCL20-stimulated | inhibition, % at 20 µM | 340,000 compounds, 0.49% hits | AID 493098;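 active means compounds whose inhibition of the agonist-driven luminescence signal at 20 µM reaches about 50%, limit read from the data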;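 further: cells stimulated with CCL20 at 14 nM final; plate controls were DMSO with CCL20 for no effect and DMSO without agonist for full effect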
Target sequence (P51684 whole entry, looked up): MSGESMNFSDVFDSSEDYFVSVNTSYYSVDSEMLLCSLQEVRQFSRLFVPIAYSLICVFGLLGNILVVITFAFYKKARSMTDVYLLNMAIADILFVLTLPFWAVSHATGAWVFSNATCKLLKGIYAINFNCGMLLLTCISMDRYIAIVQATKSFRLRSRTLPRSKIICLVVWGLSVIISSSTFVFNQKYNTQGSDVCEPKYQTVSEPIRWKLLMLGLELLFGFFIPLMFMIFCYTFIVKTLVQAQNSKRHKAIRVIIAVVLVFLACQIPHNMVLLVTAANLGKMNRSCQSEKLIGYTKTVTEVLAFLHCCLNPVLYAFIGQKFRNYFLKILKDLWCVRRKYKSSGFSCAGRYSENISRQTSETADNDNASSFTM
tim23-1 inh – tim23-1 yeast growth inhibition; 330,000 compounds, 1.3% hits; AID 463212; inhibition, % at 20 µM; S. cerevisiae tim23-1 growth, BacTiter-Glo luminescence, 24 h;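 active means growth inhibition of the mutant yeast at or above 50%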;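 further: temperature-sensitive mutant grown at 25 °C; plate controls were DMSO-treated mutant yeast for no effect and medium wells lacking yeast for full effect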
Starred values were filed as active, the others as inactive; . = no result given. A portion of the library (hit frequency here may not be typical).

1	CCN(CC)CCNC(=O)c1cccc(NC(=O)C(=O)c2cc(Br)ccc2NC(C)=O)c1
2	CCOC(=O)c1[nH]c(C)c(C(=O)Nc2ccc3c(c2)OCCO3)c1C
3	CC(C)OC(=O)CSc1ncnc2c1cnn2-c1ccccc1
4	Cc1ccc(SCc2cn3cc(Cl)ccc3n2)cc1
5	Cc1n[nH]c(=O)c2c(NC(=O)CSc3nn(-c4ccc(F)cc4)c(=S)s3)oc(C)c12
6	c1ccc(C2Nc3ccccc3Oc3ccccc32)cc1 (stereo unspecified)
7	O=S(=O)(c1ccccc1)n1cc(-c2ccccn2)c(N2CCOCC2)n1
8	Cc1ccc(C(=O)N2CCC(C(=O)NC3CCCC3)CC2)cc1
assay / entry,1,2,3,4,5,6,7,8
EBI2 block,2,-9,-1,3,5,2,-5,-4
Mdm2-MdmX inh,34,-2,-10,-52,-12,-11,-12,7
APJ ag,1,-3,-3,-1,-7,6,-2,-5
XBP1 UPR activ,-1,0,4,2,-3,-3,-2,2
CXCR6 inh,-9,-11,-3,6,4,-5,6,-2
APJ antag,10,9,12,4,2,-23,-3,-12
UPR CHOP act,0.2,3.0,5.1,5.5,1.5,-1.0,0.0,3.6
CCR6 antagonist,-1,-2,-2,14,5,6,-12,3
tim23-1 inh,15,21,18,21,13,-2,-3,12

9	CCN(CC)S(=O)(=O)c1ccc(NCc2ccccn2)nc1
10	COc1ccc(NC(=S)N(CCCOC(C)C)C2CCN(C(C)=O)CC2)cc1Cl
11	O=C(NCC(c1cccs1)N1CCOCC1)c1ccc(Cl)nc1 (stereo unspecified)
12	Cc1nc(S(=O)(=O)N(C)Cc2ccccc2)c(C#N)c(C)c1Cl
13	COc1ccc(/C=N/OCC(=O)N(Cc2ccc(OC)cc2)c2ccccc2C(=O)O)cc1
14	Cc1ccc(OCCNC(=O)CNC(=O)c2ccc(C)cc2)cc1
15	COc1ccc(CNCCC(c2ccc(OC)cc2)c2ccccc2OC)cc1 (stereo unspecified)
16	CCn1c(-c2ccccc2)c(C(=O)CCl)c2ccccc21
assay / entry,9,10,11,12,13,14,15,16
EBI2 block,-11,8,-7,-10,-2,7,4,-9
Mdm2-MdmX inh,24,11,21,17,3,9,20,98*
APJ ag,0,-2,-3,-5,-2,-2,-2,-1
XBP1 UPR activ,-5,0,-3,0,-1,-4,-3,7
CXCR6 inh,22,-4,-4,-4,5,-9,-4,14
APJ antag,-10,-4,28,-9,15,1,-11,-1
UPR CHOP act,0.2,-0.9,-2.2,-0.1,-2.7,1.2,2.3,77*
CCR6 antagonist,8,14,4,18,8,2,15,7
tim23-1 inh,3,25,-13,-8,14,6,22,30

17	CCOc1nc(Nc2ccc(OC)cc2)nc(OCC)n1
18	CC(C)n1c2ccccc2c2cc([N+](=O)[O-])ccc21
19	CCOc1ccc(NC(=O)c2cc3c(=O)n(C)c4ccccc4c3n2C)cc1
20	O=C(Cn1nc(C(F)(F)F)c2c1CCC2)NC1CCCCC1
21	COc1ccc([C@H]2CC(=O)C=C(c3ccccc3C(F)(F)F)C2)cc1
22	CCCN1C(=O)C2C(C(=O)Nc3cccc(OC)c3)C3C=CC2(O3)C1C(=O)NC1CCCCC1 (stereo unspecified)
23	CCOC(=O)c1ccccc1NC(=O)Cc1sc(-c2cccnc2)nc1-c1ccc(C)cc1
24	COc1ccc(-c2[nH]ncc2CN(C)Cc2cccnc2)c(OC)c1
assay / entry,17,18,19,20,21,22,23,24
EBI2 block,-1,22,11,-3,4,3,.,-5
Mdm2-MdmX inh,9,0,48,22,23,9,7,31
APJ ag,-1,0,1,-5,-3,6,0,-1
XBP1 UPR activ,-2,-2,5,-1,0,-4,-1,-2
CXCR6 inh,-3,4,-7,6,-6,0,.,-2
APJ antag,24,0,-6,-3,-10,-7,-1,-10
UPR CHOP act,-0.7,-0.5,-1.8,-1.3,1.2,-0.8,4.0,0.3
CCR6 antagonist,2,19,-4,-3,3,-35,.,1
tim23-1 inh,5,-12,15,9,32,16,14,5

25	CCOC(=O)C1=C(N)N(c2ccccc2)C(=O)C1
26	CN1C(=O)CC(N2CCN(c3ccc(Cl)cc3)CC2)C1=O (stereo unspecified)
27	CCS(=O)(=O)N1CCN(c2ccccc2)CC1
28	COCCCn1c(SCC(=O)Nc2cccc(C(=O)OC)c2)nnc1-c1ccncc1
29	O=C(Nc1ccc(Oc2cccc(C(F)(F)F)c2)nc1)c1ccco1
30	COc1ccccc1S(=O)(=O)Cc1ccc(C(=O)N2CCN(c3ccccc3)CC2)o1
31	O=C(NCCNc1ccc([N+](=O)[O-])cc1)c1ccccc1Br
32	COc1cccc(NC(=O)COC(=O)C2CC3CCCC(C2)C3=O)c1 (stereo unspecified)
assay / entry,25,26,27,28,29,30,31,32
EBI2 block,1,-5,-7,-12,7,15,18,-1
Mdm2-MdmX inh,-2,1,-26,22,31,0,-5,4
APJ ag,0,2,-2,-3,-2,-1,-6,-3
XBP1 UPR activ,-5,-4,0,1,-3,0,-4,-1
CXCR6 inh,0,7,-6,1,5,4,2,-14
APJ antag,11,6,-44,-1,-1,3,-9,-51
UPR CHOP act,-0.5,0.6,-0.5,5.6,2.0,-0.9,-1.3,2.6
CCR6 antagonist,0,11,6,11,9,6,23,-4
tim23-1 inh,0,14,9,-14,5,0,-16,16

Compounds shown so far containing bromine (two):
1	CCN(CC)CCNC(=O)c1cccc(NC(=O)C(=O)c2cc(Br)ccc2NC(C)=O)c1
31	O=C(NCCNc1ccc([N+](=O)[O-])cc1)c1ccccc1Br
assay / entry,1,31
EBI2 block,2,18
Mdm2-MdmX inh,34,-5
APJ ag,1,-6
XBP1 UPR activ,-1,-4
CXCR6 inh,-9,2
APJ antag,10,-9
UPR CHOP act,0.2,-1.3
CCR6 antagonist,-1,23
tim23-1 inh,15,-16

The results go on:
33	CS(=O)(=O)N(CC(=O)NCCSCc1ccccc1Cl)c1ccc(F)cc1
34	Cc1cc(C)nc(-n2cc(C(=O)c3cc(F)ccc3O)cn2)n1
35	Cc1ccc(C(=O)NCC(=O)N(C)Cc2ccc(Cl)cc2Cl)s1
36	COc1ccc(/C=C2\SC(=O)N(CC(=O)NC3CCS(=O)(=O)C3)C2=O)cc1 (stereo unspecified)
37	COc1cccc(CNC(=O)CCC2CCCN(C(=O)c3cc(C4CC4)[nH]n3)C2)c1 (stereo unspecified)
38	Cn1cc(S(=O)(=O)c2ccccc2)c(=O)c2cc(F)c(N3CCOCC3)cc21
39	CC1CC(C)CN(C(=O)CNS(=O)(=O)c2ccc(Br)s2)C1 (stereo unspecified)
40	CC(=O)n1cc([C@H]2C=C(C(=O)N3CCN(Cc4ccc5c(c4)OCO5)CC3)O[C@@H](OCCCCO)C2)c2ccccc21
assay / entry,33,34,35,36,37,38,39,40
EBI2 block,5,0,10,-10,4,-5,-9,39
Mdm2-MdmX inh,-6,14,0,15,17,23,4,41
APJ ag,-2,3,-9,1,0,9,1,-1
XBP1 UPR activ,1,0,-2,-4,1,-6,-3,-1
CXCR6 inh,9,-1,3,-4,-6,4,2,9
APJ antag,9,-23,13,5,-1,-9,4,9
UPR CHOP act,1.4,-0.5,-0.4,1.0,-0.8,-1.0,-1.2,0.6
CCR6 antagonist,17,8,16,11,2,15,0,13
tim23-1 inh,22,34,30,-5,14,-7,33,11

41	CNC(=S)N(Cc1ccc(OC)cc1)C1CC(=O)N(c2ccc(OC)cc2)C1=O (stereo unspecified)
42	CCCCOc1ccc(C(C)NC(=O)CCS(=O)(=O)Cc2ccc(Cl)cc2)cc1 (stereo unspecified)
43	O=C(N/N=C/c1ccccn1)c1cccc(S(=O)(=O)N2CCCC2)c1
44	C=CCn1c(SCC(=O)Nc2cc(C)on2)nnc1C1COc2ccccc2O1 (stereo unspecified)
45	Cc1ccc(S(=O)(=O)c2cc3ccc(O)cc3oc2=O)cc1C
46	Cc1nnc2sc(-c3ccc(NC(=O)c4ccc(-c5ccc(Cl)cc5Cl)o4)cc3)nn12
47	CC(CCc1ccccc1)NCC(O)COc1ccccc1 (stereo unspecified)
48	CS(=O)(=O)N1CCN(C(=O)Cc2ccc(Br)cc2)CC1
assay / entry,41,42,43,44,45,46,47,48
EBI2 block,2,-2,-8,-2,-12,0,6,-5
Mdm2-MdmX inh,-12,24,-4,13,-22,23,10,12
APJ ag,-4,-4,0,-3,7,7,-3,-2
XBP1 UPR activ,0,-3,-1,0,-1,10,0,-3
CXCR6 inh,3,4,5,4,-28,-11,8,-2
APJ antag,-10,8,-8,1,-10,-16,-37,-12
UPR CHOP act,0.6,0.6,4.4,-0.8,1.4,9.1,-1.8,0.2
CCR6 antagonist,-3,3,-2,26,-41,-12,12,3
tim23-1 inh,9,-16,12,16,17,-12,8,-6

49	COc1ccc(C2C(C(=O)c3sc(C)nc3C)=C(O)C(=O)N2CCCn2ccnc2)cc1 (stereo unspecified)
50	COc1ccc(C2(C)NC(=O)N(CC(=O)NCc3ccccc3F)C2=O)cc1 (stereo unspecified)
51	CS(=O)(=O)N(CC(=O)N1CCc2ccccc2C1)c1ccccc1F
52	COc1ccccc1C1C(C#N)=C(N)N(N(C)C)C2=C1C(=O)CC(C)(C)C2 (stereo unspecified)
53	CCOc1ccccc1N1CCN(C(=O)c2ccc(-c3ccc(OC(C)=O)cc3)cc2)CC1
54	Cc1ccc2cc(CCNC(=O)c3ccc(S(=O)(=O)N4CCOCC4)cc3)c(=O)[nH]c2c1C
55	CC(=O)OC(/C(O)=C(\C#N)c1nc2ccccc2[nH]1)c1ccccc1 (stereo unspecified)
assay / entry,49,50,51,52,53,54,55
EBI2 block,-7,-6,1,-5,18,2,-5
Mdm2-MdmX inh,-11,-19,0,-3,19,-13,7
APJ ag,-3,3,-2,-3,-5,8,-3
XBP1 UPR activ,2,-5,-1,2,-3,-2,-3
CXCR6 inh,0,-11,-1,4,-1,-4,10
APJ antag,-5,8,-1,19,-8,10,18
UPR CHOP act,2.6,0.9,1.3,0.7,1.8,-1.0,-1.7
CCR6 antagonist,8,15,-3,-6,-9,4,9
tim23-1 inh,2,9,6,9,38,7,13

Among those listed so far, three contain a cyano group.
12	Cc1nc(S(=O)(=O)N(C)Cc2ccccc2)c(C#N)c(C)c1Cl
52	COc1ccccc1C1C(C#N)=C(N)N(N(C)C)C2=C1C(=O)CC(C)(C)C2 (stereo unspecified)
55	CC(=O)OC(/C(O)=C(\C#N)c1nc2ccccc2[nH]1)c1ccccc1 (stereo unspecified)
assay / entry,12,52,55
EBI2 block,-10,-5,-5
Mdm2-MdmX inh,17,-3,7
APJ ag,-5,-3,-3
XBP1 UPR activ,0,2,-3
CXCR6 inh,-4,4,10
APJ antag,-9,19,18
UPR CHOP act,-0.1,0.7,-1.7
CCR6 antagonist,18,-6,9
tim23-1 inh,-8,9,13

Compound activity deposited in PubChem BioAssay by Sanford-Burnham Center for Chemical Genomics.
